Bioassay records deposited in PubChem BioAssay by National Center for Advancing Translational Sciences (NCATS).
uPA generation – qHTS for Inhibitors of Cell Surface uPA Generation | Potency, µM (top dose mostly 38.3 µM), without a hit: at the top dose activity change, negative = inhibition, hits mostly inhibitors | hit rate 0.31% among 330,000 | cell surface uPA generation assay, qHTS | AID 540303, 2011; active = well fitted inhibition curve with a large enough effect; inconclusive = small, poorly fitted or top-dose-only effect; inactive = no such curve, though single readings can be large or run the other way; tested in mouse RAW 264.7 cells; also: potency is read from the fitted curve at half-maximal effect; % is scaled to controls: 0 for no effect and ±100 for the full control effect; nearly all actives have a fitted effect of over 55% in size
TRPV1 agonist – HTS Assay for Compounds that Act as Agonists of the Vanilloid Receptor 1; AID 540275, 2011; Transient receptor potential cation channel subfamily V member 1 (Homo sapiens), Q8NER1; hit rate 0.19% among 320,000; TRPV1-expressing cells, Fluo-8 calcium influx, agonist mode; activation, % at 8.33 µM; in the data active = activation above about 80%; inconclusive = between about 30% and that limit; also: 0% is about no effect
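Fluo-8 calcium influx in TRPV1-expressing cells, kinetic read (ex 480/em 520 nm). Compound added and read 3 min for agonist activity, followed by capsaicin at EC20 final and 2 min further read for enhancement.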
p53 reactivator – qHTS assay for re-activators of p53 using a Luc reporter | H1299 p53-A138V BP100-luciferase reporter, luminescence, 24 h | Potency, µM (series often up to 92.2 µM), without a hit: at the highest dose activity change, positive = activation, hits mostly activators | hit rate 0.063% among 320,000 | AID 504706, 2011; also: potency is read from the fitted curve at half-maximal effect; % of control where 0% means no effect; nearly all actives have a fitted effect of over 45% in size
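p53-null H1299 cells stably carrying temperature-sensitive p53-A138V and a BP100-luciferase reporter were pinned with compounds (4-point, 1:5 series) and held 24 hrs at 37 deg C. Luminescence was read 10 min after detection reagent.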
ELG1 genotox – qHTS screen for small molecules that induce genotoxicity in human embryonic kidney (HEK293T) cells expressing luciferase-tagged ELG1 | HEK293T ELG1-luciferase reporter, luminescence, 16 h | Potency, µM (doses to about 46 µM), without a hit: top-dose activity change, positive = activation, actives largely listed as activators | hit rate 1.3% among 330,000; also: potency is read from the fitted curve at half-maximal effect; % of control where 0% means no effect; nearly all actives have a fitted effect of over 60% in size
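HEK293T cells expressing luciferase-tagged ELG1 were exposed to compound or DMSO vehicle for 16 hr at 37 °C and 5% CO2. Luciferase activity was then measured with ONE-Glo after 30 min at room temperature.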
USP2a inh – qHTS Assay for Inhibitors of Ubiquitin-specific Protease USP2a Using CHOP2 as the Reporter; Ubiquitin carboxyl-terminal hydrolase 2 (Homo sapiens), O75604; USP2 core, Ub-CHOP2 coupled fluorogenic reporter, 485/531; Potency, µM (doses to about 38.3 µM), for the others: at the top dose activity change, negative = inhibition, most hits filed as inhibitors; hit rate 0.01% among 330,000;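 also: potency is read from the fitted curve at half-maximal effect; plate controls were DMSO wells for no effect and full inhibition by NEM control for full effect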
Target sequence (O75604 whole entry, looked up): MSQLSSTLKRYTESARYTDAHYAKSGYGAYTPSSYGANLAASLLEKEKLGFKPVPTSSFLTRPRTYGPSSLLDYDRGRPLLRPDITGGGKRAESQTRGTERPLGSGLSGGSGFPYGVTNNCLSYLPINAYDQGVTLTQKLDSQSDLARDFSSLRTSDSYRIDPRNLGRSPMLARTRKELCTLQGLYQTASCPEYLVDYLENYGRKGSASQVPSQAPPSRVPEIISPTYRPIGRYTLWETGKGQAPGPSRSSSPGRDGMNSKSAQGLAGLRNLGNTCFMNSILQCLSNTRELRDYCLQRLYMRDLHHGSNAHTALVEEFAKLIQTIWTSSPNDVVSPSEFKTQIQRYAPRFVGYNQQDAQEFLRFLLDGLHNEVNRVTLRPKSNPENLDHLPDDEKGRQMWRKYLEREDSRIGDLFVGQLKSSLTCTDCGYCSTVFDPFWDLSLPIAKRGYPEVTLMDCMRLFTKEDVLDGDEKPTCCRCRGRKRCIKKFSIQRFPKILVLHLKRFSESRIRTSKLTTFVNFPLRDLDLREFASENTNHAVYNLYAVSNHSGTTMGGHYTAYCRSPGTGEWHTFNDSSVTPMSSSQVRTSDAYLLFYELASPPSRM
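Cell-free coupled assay: 10nM USP2 core preincubated 30min RT with compound in Tris-HCl pH 8.0/CaCl2/CHAPS buffer, then 25nM Ub-CHOP2 and 25nM reporter substrate; fluorescence (Ex 485/Em 531) read after 60min RT, normalized to NEM inhibition, concentration-response curves fitted.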
B2AR arrestin – qHTS assay of beta-arrestin-biased ligands of beta2-adrenergic receptor; beta-arrestin recruitment to beta2AR, cell-based reporter; Beta-2 adrenergic receptor (Homo sapiens), P07550; AID 492947, 2010; hit rate 0.02% among 330,000; Potency, µM (top dose mostly 46.1 µM), inactives show at the highest dose activation, usual class: activators;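 also: potency is read from the fitted curve at half-maximal effect; 0% = DMSO controls and full agonism = EC100 isoproterenol or metaproterenol; nearly all actives have a fitted effect of over 65% in size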
Target sequence (P07550 whole entry, looked up): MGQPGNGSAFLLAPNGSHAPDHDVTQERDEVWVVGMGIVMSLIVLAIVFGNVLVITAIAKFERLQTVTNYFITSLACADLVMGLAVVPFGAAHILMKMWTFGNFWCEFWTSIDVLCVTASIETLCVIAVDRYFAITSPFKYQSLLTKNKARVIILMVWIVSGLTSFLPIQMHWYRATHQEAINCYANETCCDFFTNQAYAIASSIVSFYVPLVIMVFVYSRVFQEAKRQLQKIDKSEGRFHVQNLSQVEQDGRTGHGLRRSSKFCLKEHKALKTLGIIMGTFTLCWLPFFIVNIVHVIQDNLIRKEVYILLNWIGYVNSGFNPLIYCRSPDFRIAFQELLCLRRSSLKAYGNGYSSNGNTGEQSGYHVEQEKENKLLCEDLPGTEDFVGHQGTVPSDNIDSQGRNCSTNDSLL
S-ASM inh – Inhibitors of Secretory Acid Sphingomyelinase (S-ASM): qHTS; placental ASM, HMU-PC fluorogenic substrate, 60 min; AID 504937, 2011; Potency, µM (titrated, usually from 57.5 µM), inactives show top-dose activity change, negative = inhibition, actives largely listed as inhibitors; hit rate 0.006% among 340,000; also: potency is read from the fitted curve at half-maximal effect
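HMU-PC0 cleavage (9 uM final) by human placental ASM, 60 min at 37 °C following 10 min compound exposure at RT; stopped at pH 10, fluorescence Ex 386/Em 447 nm.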
BRCA1 expr act – qHTS Assay to Identify Small Molecule Activators of BRCA1 Expression. MCF7-BRCA1-FFLuc reporter, luminescence, 48 h; response scale: scaled: vehicle 0%, 10 µM genistein 100%. Potency, µM (top dose mostly 46.1 µM), for the others: top-dose activation, actives largely listed as activators. hit rate 1.1% among 380,000. AID 624202, 2012; also: potency is read from the fitted curve at half-maximal effect; nearly all actives have a fitted effect of over 80% in size; some results filed as inactive show a strong effect at the top dose
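MCF7-BRCA1-FFLuc cells, 2000/well in phenol-red-free MEM, attached 2 h then treated 48 h at 37 C. Luciferase luminescence read 15 min after reagent; normalized to genistein maximum activation (10microM) and DMSO, concentration-response fitted.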
Integrin act MD – qHTS for Activators of Integrin-Mediated Alleviation for Muscular Dystrophy | alpha7betagal myoblasts, beta-gal FDG fluorescence, 48 h | Potency, µM (highest dose often 38.3 µM), without a hit: at the top dose activation, usual class: activators | hit rate 0.064% among 350,000 | AID 624291, 2012;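 also: potency is read from the fitted curve at half-maximal effect; 100% = response of the positive control SU9516; nearly all actives have a fitted effect of over 60% in size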
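Alpha7betagal+/- myoblasts (passage 13) were plated 16-24 hr, then exposed to compounds (1:260 dilution of DMSO stock) for 48 hours at 37C. After MPER lysis, β-galactosidase reporter activity was read as FDG fluorescence (ex 480/em 540) after 30 minutes.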
Eya2 inh – qHTS Assay for Inhibitors of the Phosphatase Activity of Eya2. recombinant Eya2, OMFP fluorescence dephosphorylation (OMFP is methylfluorescein phosphate). Protein phosphatase EYA2 (Homo sapiens), O00167. Potency, µM (highest dose often 76.9 µM), for the others: at the top dose activity, negative = inhibition, usual class: inhibitors. hit rate 0.006% among 330,000; also: potency is read from the fitted curve at half-maximal effect; % is scaled to controls: 0 for no effect and ±100 for the full control effect
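Eya2 (0.2 uM) preincubated 10 min at ambient with compound, then OMFP substrate added at 50 uM; 10 min reaction in 50 mM HEPES pH 7.5, 50 mM NaCl, 5 uM MgCl2, 0.05% BSA, 1 mM DTT. Fluorescence read at Ex 485/Em 525 nm.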
PTAP TSG101 blk – qHTS Assay for Iinhibitors of HIV-1 Budding by Blocking the Interaction of PTAP/TSG101; 340,000 tested, under 10 active; Fluorescence polarization, FITC-PTAP peptide / Tsg101 binding; Potency, µM (titrated, usually from 115 µM), for inactives: top-dose activity change, negative = inhibition, usual class: inhibitors; active = well fitted inhibition curve with a large enough effect in the main read-out, with a control signal flat, not every such curve was filed as active; inconclusive = small, poorly fitted or top-dose-only effect, or effect the other way, or a change in a side signal; inactive = no such curve, though single readings can be large or run the other way; also: potency is read from the fitted curve at half-maximal effect; % of control where 0% means no effect
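Fluorescence anisotropy tracks displacement of a FITC-tagged PTAP peptide (50 nM) from the Tsg101 binding domain (10 uM), following a 20 min room-temperature incubation at pH 7.5.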
* marks the source's active call; other numbers are inactive results; ? = inconclusive; nt = no result given. Unless noted, calls follow the shape of the dose curve; as a rule, active = well fitted curve in the direction sought with a large enough effect; inconclusive = small, poorly fitted or top-dose-only effect, or another doubt; inactive = no such curve, though single readings can be large; an effect the other way counts as inactive or inconclusive. The order is random; 2.6% or so of the library scored in one or more.

Structure	p53 reactivator	Integrin act MD	uPA generation	PTAP TSG101 blk	USP2a inh	ELG1 genotox	Eya2 inh	TRPV1 agonist	S-ASM inh	BRCA1 expr act	B2AR arrestin
CN1CCN(C(=O)CN(C)S(=O)(=O)c2ccc(F)cc2)CC1	12%	-16%	-1%	3%	0%	2%	1%	-5	-3%	11%	-0.1%
Cc1nnc(NC(=O)CSc2nnc(-c3ccccc3)n2C)s1	-2%	48%	-3%	-8%	-5%	1%	-9%	-2	2%	-9%	0.2%
CCCCn1c(=O)[nH]c(=O)c2c1nc(-c1ccsc1)n2Cc1ccccc1	-1%	18%	-2%	-2%	1%	-7%	-4%	19	-9%	-48%	-0.9%
O=C(CCC(=O)N(c1ccccc1)C(C(=O)NC1CCCC1)c1ccncc1)Nc1cccnc1 (stereo not drawn)	-2%	-5%	2%	-4%	0%	1%	-7%	-2	-1%	-20%	-0.4%
O=C(CSc1ccc2c(c1)OCCO2)Nc1ccc(Br)cc1	-4%	-9%	3%	-1%	1%	-6%	1%	8	-5%	10%	0.5%
COc1ccccc1-c1noc(CCCC(=O)NC2CCCCC2)n1	3%	14%	2%	-8%	3%	1%	6%	0	-1%	14%	0.3%
Cc1cccc(-c2noc(CCC(=O)NCCc3ccccc3)n2)c1	7%	8%	0%	-10%	1%	-2%	-3%	9	-3%	64%	-0.3%
CCN(CC(=O)NCc1cccs1)C(=O)c1cccc(S(=O)(=O)Nc2ccccc2OC)c1	-2%	-14%	0%	-4%	-1%	2%	1%	0	5%	-17%	-0.4%
CCN(CC)C(=O)Cn1cc(S(=O)(=O)CC(=O)Nc2ccc3c(c2)OCCO3)c2ccccc21	14%	4%	-6%	0%	1%	13%	6%	-2	0%	11µM*	-0.2%
COc1ccccc1NC(=O)C(=O)NCC(c1ccco1)N1CCc2ccccc21 (stereo not drawn)	-5%	21%	2%	-4%	-1%	-2%	-14%	5	-3%	-17%	0.1%
Cc1ccc(N(CC(=O)N/N=C/c2cccnc2)S(=O)(=O)c2ccccc2)cc1	-2%	0%	10%	-2%	-5%	-3%	1%	0	4%	-2%	-1.0%
COCC(C)NC(=O)Cc1ccc(Cl)cc1 (stereo not drawn)	-1%	1%	3%	0%	2%	2%	-3%	0	2%	-11%	-1.3%
COC(=O)[C@H]1[C@H](c2ccccc2)[C@H](C(=O)OC)O[C@H]1c1ccccc1	nt	11%	0%	-10%	nt	nt	nt	nt	2%	-12%	nt
Oc1ccccc1CNCc1ccccc1	1%	?	nt	2%	9%	0%	6%	0	4%	10%	0.0%
C=CCn1c(SCC(=O)c2cccs2)nc2sc(C)cc2c1=O	-6%	-41%	-7%	-3%	-1%	-22%	-3%	2	-9%	-12%	0.2%
COc1ccc(C2CC(c3ccccc3)=NN2S(=O)(=O)c2ccc(C)cc2)c(OC)c1 (stereo not drawn)	1%	-1%	-1%	19%	-4%	-1%	-8%	0	-1%	-25%	0.2%
O=C(NNc1ccccn1)C(=O)NNS(=O)(=O)c1ccc(F)cc1	-2%	-11%	3%	-2%	-1%	0%	5%	1	-3%	-32%	-0.3%
COc1ccc(C2=NN(C(=O)CSc3nc4ccccc4s3)C(c3ccc(OC)cc3)C2)cc1 (stereo not drawn)	-12%	-7%	-5%	-6%	4%	1%	-11%	-6	-15%	-4%	-0.2%
O=C(c1ccc(NS(=O)(=O)c2cccs2)cc1)N1CCN(c2ccccc2Cl)CC1	-3%	-44%	-4%	-1%	-10%	0%	5%	5	-4%	-1%	-0.2%
O=C(O)C1CC=CCC1C(=O)Nc1ccccc1C(=O)N1CCN(c2ccccc2)CC1 (stereo not drawn)	2%	20%	6%	0%	4%	0%	-7%	0	4%	-5%	-0.9%
Cc1[nH]c2ccc(F)cc2c1CCN1C(=O)OC(C)(C)C1(C)O (stereo not drawn)	-1%	19%	2%	-12%	7%	3%	11%	-1	-5%	0%	0.2%
C[C@@]12CCC3[C@@](CCC4[C@@]3(C)CCC[C@@]4(C)C(=O)O)(CC1=O)C2 (stereo partly drawn)	11%	-11%	5%	-2%	0%	1%	-7%	-2	-8%	2%	-0.9%
CCCNC(=O)C1(CC2CC(c3ccccc3)=NO2)CCNCC1 (stereo not drawn)	nt	-15%	-9%	-2%	nt	nt	nt	nt	6%	-10%	nt
O=C(ONC(=O)C1C2C=CC(C2)C1C(=O)NOC(=O)c1ccccc1)c1ccccc1 (stereo not drawn)	nt	-17%	-12%	-6%	nt	nt	nt	nt	-1%	-75%	nt
Cc1cccc(C(=O)NCC(=O)NCC(c2cccs2)N2CCOCC2)c1 (stereo not drawn)	0%	-11%	8%	0%	2%	-4%	15%	-1	3%	5%	0.2%

New compounds follow.
Structure	p53 reactivator	Integrin act MD	uPA generation	PTAP TSG101 blk	USP2a inh	ELG1 genotox	Eya2 inh	TRPV1 agonist	S-ASM inh	BRCA1 expr act	B2AR arrestin
CC(NC(=O)CSc1ncnc2nc[nH]c12)c1ccccc1 (stereo not drawn)	-1%	-18%	-1%	-2%	1%	-7%	1%	1	4%	11%	-1.3%
O=C(CSc1nnc2ncccn12)Nc1cccc2ccccc12	-2%	14%	-4%	-1%	-1%	8%	19%	2	1%	-27%	-0.6%
CC(C)(C)NC(=O)CN(Cc1cccs1)C(=O)CCC(=O)Nc1nccs1	-2%	20%	4%	1%	2%	0%	-5%	2	1%	3%	-1.0%
CC(C)CC(=O)Nc1ccc2nn(-c3ccccc3)nc2c1	?	23%	0%	0%	-1%	?	-1%	7	14%	?	1.2%
C=CCNC(=O)C1CCC(CNc2nc(=S)[nH]c3ccccc23)CC1 (stereo not drawn)	5%	-17%	8%	0%	-2%	-1%	10%	1	2%	-19%	-0.5%
O=C(NCc1ccc(Cl)cc1)C1CCCN1C(=O)Nc1ccc(F)cc1 (stereo not drawn)	nt	15%	3%	-2%	-1%	3%	0%	-2	-2%	-12%	0.0%
COc1ccc(CC(=O)NCC2(c3ccc(OC)c(OC)c3)CCCC2)cc1	2%	-32%	-4%	-2%	2%	-3%	-8%	-1	0%	-2%	0.1%
Cc1nn(CC(=O)Nc2cccc(C(F)(F)F)c2)c(=O)c2cccn12	2%	-20%	2%	-5%	0%	0%	-16%	2	1%	-9%	0.4%
FC(F)(F)c1cccc(/C=N/NC(=S)NC2CCCCC2)c1	6%	-43%	6%	-5%	-1%	4%	-6%	9	5%	-29%	12%
O=S(=O)(Cc1ccccc1)N1CCN(C2Cc3ccccc3C2)CC1	-1%	7%	1%	-4%	6%	2%	-26%	-1	0%	0%	-0.2%
O=C(Nc1ccc(NC(=O)c2cc([N+](=O)[O-])ccc2N2CCOCC2)cc1)c1cccs1	4%	-26%	8%	-11%	3%	-5%	-1%	-1	-16%	-2%	0.5%
O=C(c1ccc(C(F)(F)F)cc1)N1CCN(S(=O)(=O)c2ccc3c(c2)OCCCO3)CC1	22%	-23%	2%	nt	4%	16%	-2%	4	-3%	-29%	0.2%
CC(C)(C)OC(=O)NNC(=O)C12CC3CC(CC(C3)C1)C2	-2%	-2%	4%	0%	1%	-1%	0%	1	1%	-5%	0.1%
Cc1ccc2nc(-c3ccccn3)cc(C(=O)N3CCN(c4ncccn4)CC3)c2c1	-5%	-26%	6%	-1%	2%	-12%	-15%	11	-1%	19%	-0.3%
Cc1sc(-c2c(C#N)c(N)nc3c2CCCCCC3)cc1[N+](=O)[O-]	nt	-18%	-4%	0%	nt	nt	nt	nt	-2%	0%	nt
O=C(NCc1ccccc1)c1ccc(CN(c2ccccn2)S(=O)(=O)c2ccccc2)cc1	2%	6%	0%	-4%	1%	-2%	2%	-7	-1%	-15%	0.2%
CN(C)CCOC(=O)c1ccc2[nH]c3c(c2c1)CSCC3	-2%	-31%	-4%	-1%	-1%	4%	-8%	0	3%	33%	-0.8%
